KCNQ2 block: KCNQ2 channel blockers in CHO-K1 cells – cell-based, FluxOR thallium flux, B-score, primary screen (AID 2156); O88943; B-score at 10 µM; 20 min; active compounds read low; 1.1% of 310,000 active;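 active means fluorescence ratio B-score at most minus 3 library SDs, with starting brightness B-score within 2 library SDs, cut at about -5.5 in these data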
Target sequence (O88943 whole entry, looked up): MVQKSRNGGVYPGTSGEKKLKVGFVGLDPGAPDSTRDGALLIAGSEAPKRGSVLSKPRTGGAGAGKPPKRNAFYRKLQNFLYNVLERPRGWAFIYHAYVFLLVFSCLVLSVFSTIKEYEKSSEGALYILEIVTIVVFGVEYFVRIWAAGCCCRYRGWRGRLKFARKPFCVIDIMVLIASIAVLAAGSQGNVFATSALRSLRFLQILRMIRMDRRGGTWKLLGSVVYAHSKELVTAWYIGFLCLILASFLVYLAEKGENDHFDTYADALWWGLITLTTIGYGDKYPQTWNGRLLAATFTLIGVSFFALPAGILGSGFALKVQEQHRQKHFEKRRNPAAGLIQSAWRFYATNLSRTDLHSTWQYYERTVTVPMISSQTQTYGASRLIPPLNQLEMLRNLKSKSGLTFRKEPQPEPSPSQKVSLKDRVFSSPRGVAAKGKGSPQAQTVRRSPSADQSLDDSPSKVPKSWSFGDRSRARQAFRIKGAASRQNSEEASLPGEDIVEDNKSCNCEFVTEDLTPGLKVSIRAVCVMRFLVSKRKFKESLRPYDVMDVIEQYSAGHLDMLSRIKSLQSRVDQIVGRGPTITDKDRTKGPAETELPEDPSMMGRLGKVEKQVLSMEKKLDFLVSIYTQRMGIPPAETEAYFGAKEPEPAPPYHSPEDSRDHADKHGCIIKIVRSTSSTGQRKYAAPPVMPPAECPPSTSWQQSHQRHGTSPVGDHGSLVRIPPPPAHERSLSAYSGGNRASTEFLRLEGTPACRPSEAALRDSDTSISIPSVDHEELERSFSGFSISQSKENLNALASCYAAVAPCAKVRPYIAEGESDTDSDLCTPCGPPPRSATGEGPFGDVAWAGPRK
CHT inh: inhibitors of human choline transporter CHT | 0.86% of 310,000 active | CHT-expressing cells, membrane potential dye, choline response; active compounds read low | B-score at 10 µM;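 active means B-score over 3 SD under the library average, and starting fluorescence ratio not unusually high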;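 further: choline stimulus applied at its EC90 after an EC20 pre-addition; B-score computed on integrated fluorescence ratio after choline addition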
Numbers without * were called inactive; i = inactive; x = not tested or not shown.

Preview:
SMILES	KCNQ2 block	CHT inh
COc1ccc(NC(=O)Nc2ccccc2C)c(OC)c1	i	i
CC(Oc1ccc2c(-c3ccccc3)cc(=O)oc2c1)C(=O)NCCN1CCOCC1 (configuration not stated)	i	i
CCCn1c(N2CCN(CC(=O)c3c(C)n(C)c4ccc(OC)cc34)CC2)nc2c1c(=O)[nH]c(=O)n2C	i	x
COc1ccc(NC(=O)CN2CCN(c3nc(-c4ccc(F)cc4)cs3)CC2)c(OC)c1	i	i
CCOc1ccc(NC(=O)CCC(=O)NNC(=O)NC2CCCCC2)cc1	i	i
CCOC(=O)C1CN(S(=O)(=O)c2ccc(OC)cc2)c2ccccc2O1 (configuration not stated)	i	i

All compounds of this part (from the top)
SMILES	KCNQ2 block	CHT inh
COc1ccc(NC(=O)Nc2ccccc2C)c(OC)c1	i	i
CC(Oc1ccc2c(-c3ccccc3)cc(=O)oc2c1)C(=O)NCCN1CCOCC1 (configuration not stated)	i	i
CCCn1c(N2CCN(CC(=O)c3c(C)n(C)c4ccc(OC)cc34)CC2)nc2c1c(=O)[nH]c(=O)n2C	i	x
COc1ccc(NC(=O)CN2CCN(c3nc(-c4ccc(F)cc4)cs3)CC2)c(OC)c1	i	i
CCOc1ccc(NC(=O)CCC(=O)NNC(=O)NC2CCCCC2)cc1	i	i
CCOC(=O)C1CN(S(=O)(=O)c2ccc(OC)cc2)c2ccccc2O1 (configuration not stated)	i	i
FC(F)(F)c1cnc(N/N=C/c2ccncc2)c(Cl)c1	i	i
Cc1ccc2ccc3ccc(C)nc3c2n1	i	i
O=c1[nH]c(CCl)nc2cc(-c3ccc(F)cc3)sc12	i	i
O=C(NCCN1CCOCC1)c1cccc(S(=O)(=O)NCc2ccccc2)c1	i	i
O=[N+]([O-])c1cccc(/C=C/c2nc[nH]c2[N+](=O)[O-])c1	i	i
O=Cc1cc(Br)c(OC(=O)N2CCOCC2)c(Br)c1	i	i
O=C(CSc1nc(Nc2ccccc2)nc(N2CCOCC2)n1)Nc1ccccc1Cl	i	i
COC(=O)c1ccc(NC(=O)Cc2ccc(F)cc2)cc1	i	i
CCOC(=O)N1CCC(NC(=O)c2cccc3c2C(=O)N(Cc2cccnc2)C3)CC1	i	i
C/C(Cn1nnc([N+](=O)[O-])n1)=N\NC(=O)c1ccc(O)cc1	i	i
Cn1c(=O)n(C)c2cc(NS(=O)(=O)c3ccc(Br)s3)ccc21	i	i
CCC(c1nnnn1C(C)(C)CC)N(CCCN1CCOCC1)Cc1cc2cccc(C)c2[nH]c1=O (configuration not stated)	i	i
CCCn1c(SCC(=O)N2c3ccccc3Sc3ccccc32)nc2c1c(=O)n(C)c(=O)n2C	i	i
Cc1ccc(S(=O)(=O)N2CCC(c3nnc(SCCN4CCCC4)n3C)CC2)cc1	i	i
NC(=O)Cn1c(O)c(N=NC(=O)CNC(=O)/C=C/c2ccccc2)c2ccccc21	i	i
O=C(c1ccccc1)N(Nc1ccccc1)c1ccccc1	i	i
COc1ccc(OCC(=O)Nc2ccc(S(=O)(=O)N(C)c3ccccc3)cc2)cc1	i	x
Cn1nc(-c2ccc(Cl)cc2)c2cc(C(=O)N3CCN(c4ccccc4)CC3)sc21	i	i
Cc1ccc(/C=N/NC(=O)c2nnn(-c3nonc3N)c2CN(C)C)o1	i	i
Carrying on:
SMILES	KCNQ2 block	CHT inh
O=C(CC(C(=O)N1CCc2ccccc21)n1ccnc1)NCc1ccccc1 (configuration not stated)	i	i
O=C(CSc1nc2ccccc2o1)Nc1ccccc1N1CCOCC1	i	i
O=C(CSc1nnnn1-c1ccccc1)Nc1ccccc1	i	i
COc1cc(/C=N/NC(=O)c2ccncc2)c([N+](=O)[O-])cc1OC	i	i
COC1=CCC2([N+](=O)[O-])CN(CC(=O)O)CC1([N+](=O)[O-])C2 (configuration not stated)	i	i
CCOP(=O)(CN(CC)C(=O)c1ccccc1Br)OCC	i	i
Nc1ncncc1-c1ccc(Cl)cc1	i	i
COC(=O)c1c(C)[nH]c(-c2csc(N)n2)c1C	i	i
O=C(O)c1cccc(S(=O)(=O)NNc2ccccc2C(F)(F)F)c1	i	i
O=C(c1ccc2nccnc2c1)N1CCCC(Nc2ccc(F)c(F)c2)C1 (configuration not stated)	i	i
Cc1nc(NC(=O)CCN2C(=O)C3CC=CCC3C2=O)sc1C (configuration not stated)	i	i
COc1cccc(OCCCCSc2ncccn2)c1	i	i
O=C1NCCNC1(c1c[nH]c2ccccc12)C(F)(F)F (configuration not stated)	i	i
S=c1nc(-c2cccc(Br)c2)[nH][nH]1	i	i
O=C(NCC(c1ccc(F)cc1)N1CCOCC1)c1cccnc1Sc1ccccc1 (configuration not stated)	i	i
Cc1cc(C(F)(F)F)nc(SCC(=O)Nc2c(C)n(C)n(-c3ccccc3)c2=O)n1	i	i
CCc1nc(NCCC(C)C)c(C#N)c2c1CCCC2	i	i
Cc1ccc(NC(=O)c2cc3ccccc3oc2=N)cc1	i	i
O=S(=O)(c1cccc(C(F)(F)F)c1)N1CCC(O)(c2cccnc2)CC1	i	i
CCOC(=O)C1(Cc2ccc(OC)cc2)CCN(C(=O)Cc2cccnc2)CC1	i	i
CCOC(=O)CC(=O)CSc1nc(-c2ccccc2)cc(-c2ccc(Cl)cc2)c1C#N	i	i
CCc1cccc(NC(=O)CCCn2nc(C)c3c(C)n(-c4ccccc4)nc3c2=O)c1	i	i
O=C(COC(=O)CNC(=O)C1CCCCC1)Nc1ccc2ccccc2c1	i	i
O=c1[nH]c2ccc(S(=O)(=O)N3CCCC3)cc2[nH]1	i	i
C#CCOCCOCCOCCNc1nc(N2CCN(C(=O)[C@H](Cc3ccc(O)cc3)n3cc([C@@H](N)CC(C)C)nn3)CC2)nc(N2CCN(C(=O)[C@H](Cc3cc4ccccc4[nH]3)n3cc([C@@H](N)CC(C)C)nn3)CC2)n1	i	i

Grouped by structure: the entries above containing a cyano group.
SMILES	KCNQ2 block	CHT inh
CCc1nc(NCCC(C)C)c(C#N)c2c1CCCC2	i	i
CCOC(=O)CC(=O)CSc1nc(-c2ccccc2)cc(-c2ccc(Cl)cc2)c1C#N	i	i

(more compounds)
SMILES	KCNQ2 block	CHT inh
O=C(COC(=O)Cn1cnc2ccccc21)Nc1ccc2c(c1)C(=O)c1ccccc1C2=O	i	i
CCOC(=O)C1=C(C)N(CCCC(=O)O)C(=O)NC1c1ccccc1OS(=O)(=O)c1ccc([N+](=O)[O-])cc1 (configuration not stated)	i	i
Nc1ccc(CCc2ccc(N)cc2)cc1	i	i
Cc1cc(C)n(-c2ccc3nncn3n2)n1	i	i
O=C(NCc1ccco1)C1CC2CCC1C2 (configuration not stated)	i	i
Fc1ccc(CSc2nnc(CN3CCOCC3)n2-c2ccccc2)c(Cl)c1	i	i
COc1ccc(N2CC(C)(C)C2=O)cc1	i	i
NCCCC[C@@H](C(=O)NCCCCCCCCCCC(=O)N1CCNCC1)n1cc(CCO)nn1	x	i
Cc1ccc(C(C)C)c(OC/C(O)=C(\C#N)c2nc3ccccc3[nH]2)c1	i	i
Cc1cccc(C)c1OCC(=O)N/N=C/c1cccn1C	i	i
Cc1cc(Cl)ccc1OC(C)C(=O)Nc1ccc(S(=O)(=O)Nc2cnc3ccccc3n2)cc1 (configuration not stated)	i	-11*
CN(C)CC/C=C1/c2ccccc2Sc2c(O)cc(Cl)cc21	i	i
COc1ccc2c(c1)CCc1c(C(=O)N3CCc4ccccc4C3)noc1-2	i	i
CCCOc1cccc(C2C(C(=O)c3cccs3)=C(O)C(=O)N2Cc2cccnc2)c1 (configuration not stated)	i	i
COc1ccccc1/C=C\C=N\n1c(C2CCCCC2)n[nH]c1=S	i	i
Cc1onc(-c2ccccc2)c1C(=O)Nc1nnc(CC(C)(C)C)s1	i	i
CCSC1=NCCN1S(=O)(=O)c1ccc(Cl)cc1	i	i
COc1ccc(C(=O)/C=C/C(=O)N(CC(=O)NC2CCCCC2)Cc2ccc(F)cc2)c(O)c1	i	x
Cc1cc(-c2nnc(SCCC(=O)Nc3ccccc3)o2)no1	i	i
O=C(Nc1ccc2c(c1)OCCO2)c1ccc(Cl)c(S(=O)(=O)N2CCOCC2)c1	i	i
NC(=O)CC(NC(=O)c1ccccc1)c1ccc(NCC2CC2)c([N+](=O)[O-])c1 (configuration not stated)	i	i
COC(CNC(=O)CN1CCN(Cc2ccc(F)cc2Cl)C1=O)OC	i	i
COC(=O)c1ccc2c(=O)n(Cc3ccc(C(=O)NC4CCCC4)cc3)c(=S)[nH]c2c1	i	i
O=C1/C(=C/c2cccs2)Sc2ccccc21	i	i
O=C(COC(=O)C1=COCCO1)Nc1ccccc1Oc1ccccc1	i	i

With a hit mark in CHT inh, of those listed so far:
SMILES	KCNQ2 block	CHT inh
Cc1cc(Cl)ccc1OC(C)C(=O)Nc1ccc(S(=O)(=O)Nc2cnc3ccccc3n2)cc1 (configuration not stated)	i	-11*

Next section:
SMILES	KCNQ2 block	CHT inh
CCOc1cc(/C=C(\C#N)C(=O)NCC2CCCO2)ccc1O (configuration not stated)	i	i
COc1ccc(C2C(C#N)=C(N)Nc3nc4ccccc4n32)cc1 (configuration not stated)	i	i
CCc1ccccc1N(CC)C(=O)CCc1nc(-c2ccc(C)cc2)no1	i	i
CC(=O)N(Cc1ccccc1)c1ncc2c(n1)c(=O)c(C#N)c1ccccn12	i	i
N#CC(C#N)=CN=c1ccn(Cc2ccc(Cl)cc2Cl)cc1	i	i
CC(=C1C(=O)c2ccccc2C1=O)N1CCN(Cc2ccccc2)CC1	i	i
COc1cc(OC)c(C(=O)NCc2ccc3c(c2)OCO3)cc1OC	i	i
O=C(/C=C/c1ccc(F)cc1)N1CCCc2ccccc21	i	i
CN(C)c1ccc(-c2noc(C3CCN(C(=O)Nc4ccc(Cl)cc4)CC3)n2)cc1	i	i
COc1ccc(/C(N)=C/C(=O)C(C)(C)C)cc1	i	i
NC(=O)c1ccc(NC(=O)c2ccc3c(c2)OCO3)cc1	i	i
O=C(CNC(=O)c1cccs1)OCC(=O)c1ccc([N+](=O)[O-])cc1	i	-5.1*
CC1CCc2c(sc(/N=C/c3cccnc3)c2C(N)=O)C1 (configuration not stated)	i	i
Cc1nc2c(ncn2-c2ccccc2)c(=O)n1NC(=O)CN1CCOCC1	i	i
CCc1ccc2c(c1)/C(=N/OC)C(=O)N2	i	i
O=C(CN(C1CCCCC1)S(=O)(=O)c1ccc(Br)cc1)NCc1ccncc1	i	i
O=C(NC1CCCCCC1)c1cccc(N2CCCC2=O)c1	i	i
O=C(CNS(=O)(=O)c1ccc(F)cc1)N1CCN(c2ccccc2)CC1	i	i
Cc1occc1C(=O)N1CCN(C(c2ccccc2)c2ccccc2)CC1	-6.4*	i
Cc1cc(C(=O)N2CCCC(N3CCN(c4cccc(C(F)(F)F)c4)CC3)C2)n[nH]1 (configuration not stated)	i	i
O=C(CN1C(=O)C2C3C=CC(C3)C2C1=O)Nc1cccc(S(=O)(=O)N2CCCC2)c1 (configuration not stated)	i	i
COc1ccccc1N1CCN(C(=O)c2cc(C3CC3)on2)CC1	i	i
CC(=O)C1=C(O)C(=O)N(c2ccc(S(=O)(=O)Nc3nccs3)cc2)C1c1ccc([N+](=O)[O-])cc1 (configuration not stated)	i	i
COc1ccc(N2CCN(C(=O)COC(=O)c3cccc(S(=O)(=O)Nc4ccccc4OC)c3)CC2)cc1	i	i
CC1=C(C(=O)Nc2ccccc2)C(c2ccccn2)n2ncnc2N1 (configuration not stated)	i	i

Reprinted from the part before: 3 compounds; new compounds follow.
SMILES	KCNQ2 block	CHT inh
CC(=O)C1=C(O)C(=O)N(c2ccc(S(=O)(=O)Nc3nccs3)cc2)C1c1ccc([N+](=O)[O-])cc1 (configuration not stated)	i	i
COc1ccc(N2CCN(C(=O)COC(=O)c3cccc(S(=O)(=O)Nc4ccccc4OC)c3)CC2)cc1	i	i
CC1=C(C(=O)Nc2ccccc2)C(c2ccccn2)n2ncnc2N1 (configuration not stated)	i	i
C=C(C)CSc1nnc([C@@H]2CCCN2C(=O)OC(C)(C)C)o1	i	i
Cc1cc(Cl)ccc1OCC(=O)Nc1ccccc1NS(=O)(=O)c1cccs1	i	i
CC(Nc1nc(-c2ccc(F)cc2)cs1)c1nc2cc(Cl)c(Cl)cc2n1CCCO (configuration not stated)	i	i
Fc1ccccc1-c1nc(-c2ccc(Br)o2)no1	i	i
Cc1cccc(N2CCN(C(=O)C3CCN(S(=O)(=O)N4CCOCC4)CC3)CC2)c1C	i	i
Cc1cc(Nc2ccc(C)c(C)c2)c2ccccc2n1	i	i
Cc1cccc(CN2CCN(CC(=O)NCCCN3CCN(c4ccc(F)cc4)CC3)C2=O)c1	i	i
COc1ccc(C(=O)c2c3ccccc3[n+]([O-])n2CCC(N)=O)cc1	i	i
Cc1cc(C)c(S(=O)(=O)/N=C2\C=C(NS(=O)(=O)c3ccccc3)C(=O)c3ccccc32)c(C)c1	-5.7*	i
Cc1ccc(NC(=O)COC(=O)Cc2csc(-c3ccc(Cl)cc3)n2)cc1C	x	i
Cc1cc2cc(CNC(=O)Cc3ccc([N+](=O)[O-])cc3)ccc2n1C	i	i
COC(=O)C1CCN(C(=O)COC(=O)C2CCN(S(=O)(=O)c3ccc(C)c(C)c3)CC2)CC1	i	i
COc1cc(OC)cc(C(=O)OCc2cc3ccccc3[nH]c2=O)c1	i	i
Cc1cccc(/C=C2/SC(=O)N(Cc3ccccc3)C2=O)n1	i	i
CC(C)(C)c1ccc(C(=O)NC2CCN(Cc3ccccc3)CC2)cc1	i	i
CC12CCC(C(=O)N3CCN(c4ccccc4)CC3)(CC1=O)C2(C)C (configuration not stated)	i	i
COC(=O)c1ccccc1NCCO	i	i
O=C(Oc1ccc(Br)cc1C(=O)/C=C/c1ccccc1F)c1ccco1	-7.2*	i
O=C(O)/C=C/c1cn(-c2ccccc2)nc1-c1cccs1	i	i
COC(=O)Cc1c(C)c2ccc(O)c(CNCc3ccc(OC)c(OC)c3)c2oc1=O	i	i
Cc1cccc(C)c1NC(=O)C(NC=O)c1ccc(N(C)C)cc1 (configuration not stated)	i	i
O=C(Cn1cccc1C(=O)c1ccccc1)NCc1cccnc1	i	i
Cc1cc(C(=O)NC(C)c2ccccc2)c2cc(F)ccc2n1 (configuration not stated)	i	i
CC(NC(=O)Nc1ccc(Cl)cc1)C(c1cccs1)N1CCOCC1 (configuration not stated)	i	i
